Compound activity: PubChem, National Center for Advancing Translational Sciences (NCATS)
TCR activator = Activators of T cell receptors: qHTS campaign; 330,000 tested, under 10 active; primary human leukocytes, anti-CD3, IL-2 HTRF, 48 h; Potency, µM (titrated, usually from 9.22 µM), without a hit: at the top dose activation of IL-2 secretion, most hits filed as activators; active means well fitted activation curve with a large enough effect; inconclusive means small, poorly fitted or top-dose-only effect, or another doubt; inactive means no such curve, though single readings can be large or run the other way; further: % of control where 0% means no effect
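HTRF read-out of IL-2 secretion: europium cryptate donor excited at 320nm, d2 acceptor emission at 665nm. Cells were primary human leukocytes incubated 48 hr with compounds and a-CD3 beads, supplying TCR signal only.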
uPA surface inh = qHTS for Inhibitors of Cell Surface uPA Generation; AID 540303, 2011; cell surface uPA generation assay, qHTS; 0.31% of 330,000 active; Potency, µM (doses to about 38.3 µM), for inactives: at the highest dose activity change, negative = inhibition, most hits filed as inhibitors; active means well fitted inhibition curve with a large enough effect; inconclusive means small, poorly fitted or top-dose-only effect; inactive means no such curve, though single readings can be large or run the other way; tested in mouse RAW 264.7 cells; further: potency means the concentration at half of the fitted maximal effect; on the % scale 0 is the no-effect control and ±100 the full control effect; nearly all actives have a fitted effect of over 55% in size
TSG101-PTAP inh = qHTS Assay for Iinhibitors of HIV-1 Budding by Blocking the Interaction of PTAP/TSG101 | Tumor susceptibility gene 101 protein (Homo sapiens), Q99816 | Fluorescence polarization, FITC-PTAP peptide / Tsg101 binding | Potency, µM (titrated, usually from 115 µM), for inactives: top-dose activity change, negative = inhibition, usual class: inhibitors | 340,000 tested, under 10 active | AID 493005, 2010; active means well fitted inhibition curve with a large enough effect in the main read-out, with a control signal flat, not every such curve was filed as active; inconclusive means small, poorly fitted or top-dose-only effect, or effect the other way, or a change in a side signal; inactive means no such curve, though single readings can be large or run the other way; further: potency means the concentration at half of the fitted maximal effect; % of control where 0% means no effect
Target sequence (Q99816 whole entry, looked up): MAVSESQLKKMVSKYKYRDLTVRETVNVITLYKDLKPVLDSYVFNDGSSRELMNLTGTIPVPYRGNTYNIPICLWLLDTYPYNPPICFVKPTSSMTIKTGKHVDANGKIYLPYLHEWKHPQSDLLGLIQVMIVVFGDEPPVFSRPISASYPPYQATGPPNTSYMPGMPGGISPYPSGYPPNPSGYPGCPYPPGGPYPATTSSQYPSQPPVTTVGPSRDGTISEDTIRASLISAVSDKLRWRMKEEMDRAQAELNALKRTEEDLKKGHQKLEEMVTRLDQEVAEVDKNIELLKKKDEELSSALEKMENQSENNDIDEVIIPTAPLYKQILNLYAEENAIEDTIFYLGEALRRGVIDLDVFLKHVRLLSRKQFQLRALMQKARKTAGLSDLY
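Steps: Tsg101 binding domain dispensed (10 uM final), compounds pinned in DMSO, FITC-labeled PTAP-motif peptide added (50 nM final); after 20 min binding at room temperature, polarization measured.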
The depositor's hits bear a star; u = inconclusive.

SMILES	TCR activator	uPA surface inh	TSG101-PTAP inh
O=[N+]([O-])c1cccc(OCCCN2CCC(Cc3ccccc3)CC2)c1	-7%	-6%	-2%
Cc1cc(=O)oc2c(CN3CCOCC3)c(O)ccc12	-3%	7%	-10%
Cc1ccc(Cn2c(C3CCCN3c3nc(-c4cc(Cl)c(N)c(Cl)c4)cs3)nc3cc(C(=O)NCCCO)ccc32)cc1 (stereo not drawn)	12%	-13%	2%
O=[N+]([O-])c1cccc2cnccc12	9%	5%	-13%
COC1(OC)C(/C=C/c2ccc(C)cc2)C(C#N)(C#N)C1(OC)OC (stereo not drawn)	6%	-13%	-4%
COc1cc(/C=C/C(C)=NNc2ccccc2)ccc1O	-1%	-10%	-1%
[O-]/[N+](=N\Nc1ccc(Cl)cc1)c1ccccc1	-7%	-4%	-8%
[O-][n+]1cccc2cccc(O)c21	2%	-6%	-6%
Cc1cc2nc3ccc(N(C)C)cc3nc2cc1N	8%	u	-8%
COc1cc(/C=N/n2nnnc2N)cc(Cl)c1OC	4%	1%	2%
N=c1c2ccccc2nnn1-c1ccccc1[N+](=O)[O-]	3%	-1%	-3%
Clc1ccc2nc(CSc3nnc(-c4c[nH]c5ccccc45)o3)cn2c1	-4%	-3%	0%
COc1ccc(S(=O)(=O)N2C[C@H]3CON(C)[C@H]3C[C@H]2c2cccc(Br)c2)cc1	0%	-1%	-5%
O=C(NCc1ccccc1)c1cccc(NC(=O)C2CCC2)c1	1%	8%	-2%
O=C(Nc1ccc(F)cc1)c1ccccc1NC(=O)C1CCCCC1C(=O)O (stereo not drawn)	-2%	-4%	-5%
CC1(C)C(=O)Nc2ccccc2N1C(=O)COC(=O)CNS(=O)(=O)c1ccc(Br)cc1Cl	-19%	5%	-4%
CC(=O)NC12CC3CC(C1)CC(C(=O)N1CCN(S(=O)(=O)c4ccccc4C#N)CC1)(C3)C2	-6%	-6%	-5%
O=C1NCCN(CC2CCN(CCc3ccc(Cl)c(Cl)c3)CC2)C1=O	5%	3%	-4%
CC(=O)Oc1ccc2c(c1)CCC1C2CCC2(C)C(OC(C)=O)CCC12 (stereo not drawn)	-1%	-15%	0%
OCC(O)C1OC(c2ccccc2)OC(CO)C1O (stereo not drawn)	-3%	-1%	-1%
CSCCC(NS(=O)(=O)c1ccc(Cl)cc1)C(=O)N1CCN(c2ccccc2)CC1 (stereo not drawn)	3%	-9%	-3%
O=c1[nH]c(=S)[nH]cc1Oc1ccccc1	-1%	2%	-2%
Cc1ccc(S(=O)(=O)N2CCN(C(=O)COC(=O)c3nc(Cl)ccc3Cl)CC2)c(C)c1	5%	-12%	-2%
Cc1ccc(NCSc2ccc(Cl)cc2)cc1	3%	-10%	1%
O=C(NCCCO)C12CC3CC(CC(C3)C1)C2	-4%	0%	-4%
c1ccc2c(c1)-c1ccccc1C2N1CCOCC1	5%	-11%	0%
CCN(CC(=O)Nc1c(F)cccc1F)C(=O)C1CCN(S(=O)(=O)c2ccccc2C(=O)OC)CC1	61%	-4%	-6%
CC(NC(=O)Cc1cccs1)C(c1cccs1)N1CCN(c2ccccc2)CC1 (stereo not drawn)	2%	8%	0%
Cn1c(=O)c(-c2cccc(Cl)c2)c(O)c2ccccc21	4%	-2%	0%
COC(=O)c1ccc2nc3c(cc2c1)[C@@H]1CCN2C(=O)CCC[C@H](C3)[C@H]12	-4%	-13%	-3%
O=C(OC(c1ccccc1)c1nccc2ccccc12)c1ccccc1 (stereo not drawn)	1%	-3%	-1%
O=C(NCc1ccncc1)C(=O)NCC1OCCN1S(=O)(=O)c1cc(F)ccc1F (stereo not drawn)	6%	3%	-4%
CC(C)CNC(=O)C1Nc2ccc(C(F)(F)F)cc2C2C=CCC12 (stereo not drawn)	2%	-30%	0%
Cc1nn(C2CC(O)C(O)C(CO)O2)c(=O)[nH]c1=O (stereo not drawn)	-2%	-6%	-3%
C=C1CCN([C@@H](CC(C)C)C(=O)N2CCCC2)S(=O)(=O)c2ccccc21	-2%	-5%	-1%
O=C(Nc1ccc([N+](=O)[O-])cc1)NN1CCCCCC1	0%	2%	0%
CC(C)(C)S(=O)N1Cc2cc(=O)n(Cc3ccccc3)cc2[C@@H]1CCO (stereo partly drawn)	2%	2%	5%
COc1cccc(CN(C)C(=O)c2ccc(Cl)c(S(=O)(=O)N3CCCCCC3)c2)c1OC	0%	-12%	0%
CC(=O)Oc1c(C(C)C)cc(N(C(C)=O)c2ccccc2)cc1C(C)C	-2%	17%	-1%
COC(=O)C1=NNC(C(=O)OC)C1c1ccccc1 (stereo not drawn)	-1%	0%	-1%
COCCN(C(=O)COC(=O)CNC(=O)c1ccc(C)cc1)c1c(N)n(Cc2ccccc2)c(=O)[nH]c1=O	-4%	5%	0%
NC(=S)NC(c1ccccc1)c1ccncc1 (stereo not drawn)	5%	0%	-4%
CC(=O)Nc1c(Br)cc2c(c1Br)C(=O)c1ccccc1-2	-4%	1%	-3%
CC1=CC(C)(C)NC(=S)N1c1cccc(Cl)c1	1%	0%	-3%
CC(CC(=O)O)NCC1COc2ccccc2O1 (stereo not drawn)	-28%	4%	0%
O=C(/C=C/c1ccccc1)COC(=O)c1ccccc1	-6%	-8%	0%
O=C(COC(=O)C1=Cc2ccccc2OC1)NCc1ccc(F)cc1	4%	-1%	-15%
CCOC(=O)c1cc2c(c(CCO)n1)[C@@H](CCO)N(S(=O)C(C)(C)C)C2 (stereo partly drawn)	-5%	9%	-2%
CN(C)CC/C=C1\c2cc(Cl)ccc2Sc2cc(F)c(F)cc21	1%	-18%	-2%
CC(C)CNC(=O)c1cc2nc(C3CC3)cc(C(F)(F)F)n2n1	3%	2%	-4%

The list goes on.
SMILES	TCR activator	uPA surface inh	TSG101-PTAP inh
CCCCN1CC(COCc2ccccc2)Oc2cccc(OCCN3C(=O)[C@@H]4[C@H](C3=O)C3C=C[C@H]4C3)c2S1(=O)=O (stereo partly drawn)	11%	0%	-4%
COc1ccc(-c2noc3c2-c2nc(-c4ccccc4)sc2CC3)cc1	3%	4%	0%
Cc1cc(C)nc(NC(=O)c2c(F)c(F)c(F)c(C(=O)Nc3cc(C)cc(C)n3)c2F)c1	0%	u	-2%
CSc1nc(SCC(=O)NCc2ccco2)c2c3c(sc2n1)CN(C)CC3	-3%	1%	-3%
OCC[C@H]1C[C@H](O)[C@@H](O)[C@@]2(CCCO2)O1	-2%	12%	-2%
CN(Cc1ccccc1)C(=O)c1cccc(NC(=O)Cc2ccc(NC(=O)C3CCCN(C(=O)C4CCCC4)C3)cc2)c1 (stereo not drawn)	-6%	9%	3%
CCOC(=O)C1CCCN(C(=O)c2ccc(Cl)c(S(=O)(=O)N3CCc4ccccc43)c2)C1 (stereo not drawn)	2%	-6%	-4%
CCCSc1nc(N)nc2c1ncn2C1OC(CO)C(O)C1O (stereo not drawn)	-6%	-2%	-6%
CC(=O)Oc1ccc2occ(C(=O)c3ccccc3)c2c1	1%	-1%	-6%
CC(C)(C)S(=O)(=O)N1Cc2cc(=O)n(Cc3ccccc3)c(CCO)c2[C@H]1CCO	0%	9%	-3%

3 structures from above, sorted by molecular weight, highest first:
SMILES	TCR activator	uPA surface inh	TSG101-PTAP inh
COc1ccc(-c2noc3c2-c2nc(-c4ccccc4)sc2CC3)cc1	3%	4%	0%
CCCSc1nc(N)nc2c1ncn2C1OC(CO)C(O)C1O (stereo not drawn)	-6%	-2%	-6%
OCC[C@H]1C[C@H](O)[C@@H](O)[C@@]2(CCCO2)O1	-2%	12%	-2%

Profiles, quoted from the list. Order of values: TCR activator | uPA surface inh | TSG101-PTAP inh
OCC[C@H]1C[C@H](O)[C@@H](O)[C@@]2(CCCO2)O1 across the screens: -2% | 12% | -2%
Cc1cc(C)nc(NC(=O)c2c(F)c(F)c(F)c(C(=O)Nc3cc(C)cc(C)n3)c2F)c1 across the screens: 0% | u | -2%
CSc1nc(SCC(=O)NCc2ccco2)c2c3c(sc2n1)CN(C)CC3 across the screens: -3% | 1% | -3%
CN(Cc1ccccc1)C(=O)c1cccc(NC(=O)Cc2ccc(NC(=O)C3CCCN(C(=O)C4CCCC4)C3)cc2)c1 (stereo not drawn) across the screens: -6% | 9% | 3%
CCCCN1CC(COCc2ccccc2)Oc2cccc(OCCN3C(=O)[C@@H]4[C@H](C3=O)C3C=C[C@H]4C3)c2S1(=O)=O (stereo partly drawn) across the screens: 11% | 0% | -4%

(listing goes on)
SMILES	TCR activator	uPA surface inh	TSG101-PTAP inh
Cc1ccc(-n2nnnc2-c2ccccc2Br)cc1	0%	0%	1%
CCN(CC)CCNC(=O)c1ccc(NC(=O)c2ccc(S(=O)(=O)N(C)c3ccccc3OC)cc2)cc1	3%	5%	1%
NC1=C(Cl)C(=O)c2ccccc2C1=O	-3%	-13%	0%
COc1ccc(NC(=O)N(C)C[C@H]2Oc3ccc(NS(=O)(=O)c4ccccc4)cc3C(=O)N([C@H](C)CO)C[C@@H]2C)cc1	-3%	12%	-6%
O=C(CSc1nc2ccccc2c(=O)n1Cc1ccco1)NCc1ccccc1	5%	1%	-2%
COc1ccc(NC(=O)c2ccc(COc3ccccc3Br)o2)c(OC)c1	0%	-13%	0%
COC1=C(C)C(=O)C2=C(C1=O)C1C3CC4=C(C(=O)C(OC)=C(C)C4=O)C(CNC(=O)C(C)=O)N3C(C#N)C(C2)N1C (stereo not drawn)	1%	-8%	-4%
OC(c1ccccc1)(c1ccccc1)c1nccc2ccccc12	0%	4%	2%
CCOC(=O)[C@@H]1[C@H]2COc3ccccc3[C@@H]2N2C(=O)N(c3ccc(C(F)(F)F)cc3)C(=O)[C@]12C	2%	-8%	1%
Nc1[nH][nH]c(=O)c1N=Nc1ccccc1	4%	-5%	1%
O=C(CSc1nc2[nH]c(=O)cc(O)c2s1)Nc1nncs1	0%	-1%	-2%
Cc1ccc(S(=O)(=O)NCC(=O)OC(C)C(=O)NCc2ccc3c(c2)OCO3)cc1 (stereo not drawn)	2%	23%	-2%
CCN1C(=O)N[C@@H](c2cccc(F)c2)C(C(=O)OC)=C1C	-2%	4%	-11%
N#CC(=C1C=CC(=NO)C(Cl)=C1)c1ccc(Cl)cc1	-5%	-8%	-3%
O=C(C=Cc1ccccc1)c1c[nH]c2ccccc2c1=O	1%	-16%	0%
CCC/C(=N\NC(=O)C1CC1)c1ccccc1	-3%	-1%	-6%
O=C([C@@H]1CC=C[C@@H]2CCN(C3CC3)C(=O)[C@@H]21)N1CCN(c2ccccc2)CC1	-3%	7%	-22%
CC12CCC3C(CCC4CC(O)CCC43C)C1CC(O)C2 (stereo not drawn)	-1%	-2%	-10%
COc1ccc(OC)c(C(=O)c2ccc([N+](=O)[O-])cc2)c1	-7%	1%	-4%
CCN(CC(=O)Nc1ccc(NC(C)=O)cc1)C(=O)CN1C(=O)NC(C)(c2ccc3ccccc3c2)C1=O (stereo not drawn)	6%	-16%	-2%
O=C(O)C1=NN(c2cc(Cl)c(S(=O)(=O)O)cc2Cl)C(=O)C1	-5%	4%	-4%
Cc1c(C(=O)c2ccc3c(c2)OCO3)ccc2c1OCO2	-1%	-4%	-3%
O=C1CCC(C2CCc3cc(O)ccc3C2)C1 (stereo not drawn)	-13%	-3%	-2%
CN(C)CCOC1(Cc2ccc(F)cc2)CCC(C(C)(C)C)CC1 (stereo not drawn)	2%	7%	2%
S=C(Nc1cccc2ccccc12)Nc1cccc2ccccc12	-9%	-5%	-3%
CCOC(=O)C1CC(CN2C(=O)c3ccccc3C2=O)OC1=O (stereo not drawn)	3%	1%	-4%
COC(=O)c1ccc2c(c1)N(Cc1nc(-c3ccc(Cl)cc3)oc1C)C(=O)C1CCCN21 (stereo not drawn)	-7%	-7%	13%
O=C(O)COc1ccc(Cl)cc1C1CCCCC1	0%	-3%	1%
Cc1ccc(C(c2ccc(C)c(C)c2)C(O)C2OC(=O)C(O)C2O)cc1C (stereo not drawn)	-4%	5%	-6%
C[C@]12CC[C@H](O)CC1=C[C@H](O)C1C2CC[C@@]2(C)C1CC[C@@]2(O)C#Cc1ccc(CN)cc1 (stereo partly drawn)	1%	-4%	0%
Nn1c(Cc2ccccc2)nnc1Cc1ccccc1	-3%	1%	-2%
O=C1c2ccccc2C(=O)N1Cc1cc(-c2ccc(Cl)cc2)no1	-2%	7%	-7%
OC1COCOC1C(O)C1OCOCC1O (stereo not drawn)	-3%	-2%	-1%
Cn1c(=O)c2[nH]c(=O)[nH]c2n(C)c1=O	3%	2%	1%
COCCN1C(=O)N[C@@H](CCc2ccccc2)[C@H](C(=O)OC)[C@H]1C	1%	4%	-9%
O=C(c1ccc2c(=O)n3c(nc2c1)CCC3)N1CCN(S(=O)(=O)c2ccccc2Br)CC1	1%	-1%	-2%
CN(C)CCC(O)(c1ccccc1)c1ccccc1Cl (stereo not drawn)	0%	6%	-1%
CCN(CCc1ccccc1)c1ccc2c(c1)C1CC2CCN1C(=O)OCc1ccccc1 (stereo not drawn)	-5%	12%	-1%
Cc1cccn2c(=O)c3cc(C#N)c(=N)n(CCCN4CCOCC4)c3nc12	-6%	-4%	-1%

Only part of the results is shown. The share of hits here may be higher or lower than overall.
